N-glyco inh – N-linked glycosylation inhibition; AID 588692; reporter increase, % at 12.5 µM; 360,000 tested, 0.23% active; D54 ERlucT glycosylation luciferase reporter, 24 h; percent of 100 nM tunicamycin response;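 active = mean luciferase reporter signal, scaled so untreated is 0 and the glycosylation-blocking control 100, at or above a set limit in every replicate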;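 also: luciferase carries N-glycosylation sites so blocking glycosylation raises the light; 0% = median of neutral control wells and 100% = median of 100 nM tunicamycin wells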
MC4R antag cAMP – human MC4R antagonism in cAMP assay | P32245 | MC4R-expressing cells, MTII-stimulated cAMP, LANCE TR-FRET | inhibition, % at 6.5 µM | 360,000 tested, 0.48% active | AID 540295;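 active = inhibition above its plate's cutoff, the mean of tested wells on that plate plus 3 SD, cut at about 29% in these data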;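 also: 0% = Melanotan II alone and 100% = Melanotan II plus saturating MCL0020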
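Material: human MC4R-expressing U2OS cells. Probe or stimulus: Melanotan II challenge. Dosing: 6.5 µM single dose. Times: 30-min compound, 1-h challenge, 1-h detection, room temperature. Technique: TR-FRET with Eu-cAMP and labeled anti-cAMP, 671 nm. Replication: singlicate.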
HTR2A ag – mouse HTR2A agonism via beta-arrestin recruitment. P35363. 360,000 tested, 0.66% active. CHO-K1 mHTR2A beta-arrestin complementation, luminescence; percent of 30 µM serotonin response. activation, % at 7.6 µM. AID 624169;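 active = activation above a run cutoff, the mean activation of all tested compounds plus 3 SD, cut at about 14% in these data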;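 also: 0% = plate median of compound wells and 100% = 30 µM serotonin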
MC4R barr agon – human MC4R agonism via beta-arrestin. P32245. U2OS MC4R beta-arrestin complementation, luminescence; percent of melanotan II response, DMSO zero. activation, % at 8.9 µM. 360,000 tested, 0.98% active;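 active = activation above a per-plate cutoff, the mean activation of sample wells on that plate plus 3 SD, cut at about 8% in these data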
aDG glyco up – increases alpha dystroglycan glycosylation; Pro5-aDG cells, alpha-DG glycosylation AlphaScreen (IIH6); 0% Pro5, 100% B10-LARGE cell signal; 360,000 tested, 0.22% active; activation, % at 10 µM; AID 624168;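 active = activation of at least 8% versus controls, or a plate z-score of at least 8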;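 also: Pro5 are CHO cells carrying HIG-tagged alpha-DG that lacks glycosylation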
Exocytosis inh – blocks lytic granule exocytosis. TALL-104 LAMP-1 surface exposure, flow cytometry; cells stimulated with thapsigargin and PMA. inhibition, % at 10 µM. 360,000 tested, 0.66% active;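 active = inhibition above about 55%, limit read from the data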
hiPSC survival – enhancers of human iPSC single-cell survival; hiPSC single-cell survival, ATPlite luminescence; 100% = ROCK inhibitor wells, 0% = DMSO; survival enhancement, % at 20 µM; 360,000 tested, 0.044% active; in the data active = survival enhancement above about 18%;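 also: cells exposed to compounds for 16 hours before the ATP read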
ABHD5-PLIN5 inh – inhibitors of human ABHD5-perilipin-5 interaction | 360,000 tested, 0.78% active | inhibition, % at 4 µM | AID 602281 | Split G. princeps luciferase complementation, luminescence, 4 h;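 active = inhibition above the mean inhibition across every tested compound plus 3 SD, cut at about 22% in these data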;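 also: 0% = DMSO only wells and the 100% control is not disclosed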
Target sequence (Q00G26 whole entry, looked up): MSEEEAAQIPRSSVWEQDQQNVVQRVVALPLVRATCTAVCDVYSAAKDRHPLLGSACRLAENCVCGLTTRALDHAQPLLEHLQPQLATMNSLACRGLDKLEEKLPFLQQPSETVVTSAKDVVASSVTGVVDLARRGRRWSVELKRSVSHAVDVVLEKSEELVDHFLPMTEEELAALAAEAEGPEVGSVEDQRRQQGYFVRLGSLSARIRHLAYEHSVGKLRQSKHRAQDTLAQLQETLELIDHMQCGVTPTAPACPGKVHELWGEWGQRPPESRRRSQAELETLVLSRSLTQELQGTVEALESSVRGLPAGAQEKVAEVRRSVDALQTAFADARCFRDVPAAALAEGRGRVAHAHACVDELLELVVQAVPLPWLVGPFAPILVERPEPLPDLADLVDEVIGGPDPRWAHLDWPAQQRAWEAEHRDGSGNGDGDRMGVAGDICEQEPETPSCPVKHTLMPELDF
Target sequence (Q8WTS1 whole entry, looked up): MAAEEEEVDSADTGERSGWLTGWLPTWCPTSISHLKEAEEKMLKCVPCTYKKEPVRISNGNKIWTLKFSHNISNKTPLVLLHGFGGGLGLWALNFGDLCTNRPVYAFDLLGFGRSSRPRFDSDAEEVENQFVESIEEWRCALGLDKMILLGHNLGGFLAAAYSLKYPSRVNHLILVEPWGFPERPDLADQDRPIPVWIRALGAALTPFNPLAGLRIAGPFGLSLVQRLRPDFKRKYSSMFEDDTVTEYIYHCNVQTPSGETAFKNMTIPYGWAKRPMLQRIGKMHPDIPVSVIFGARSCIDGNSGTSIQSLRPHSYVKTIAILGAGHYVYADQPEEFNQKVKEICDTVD
ABCB6 inh 2 – inhibitors of human ABC transporter ABCB6. AID 602162. K562-ABCB6 porphyrin accumulation, flow cytometry, 1 h; stronger effect = lower value. fluorescence ratio to DMSO, % at 10 µM. Q9NP58. 360,000 tested, 0.19% active;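 active = fluorescence ratio to DMSO below 75%, the collection mean minus 3 SD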;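 also: signal is porphyrin accumulated inside mitochondria; 100% equals median channel fluorescence of DMSO control wells; lower ratio means ABCB6 inhibition with less porphyrin fluorescence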
Cardio protect – myocardial damage modulation in H9c2 cells; protection from H2O2 cell death, % at 20 µM; H9c2 cardiomyocytes, H2O2 injury protection, ATPLite, 2 h; 360,000 tested, 0.63% active; AID 588492;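 active = compounds giving at least 50% protection of heart cells from peroxide-induced death in the single-dose screen, raw or plate-pattern-corrected value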;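 also: 0% = DMSO wells with peroxide and 100% = DMSO wells without peroxide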
Numbers without * were called inactive; nt = not tested or not shown.

SMILES	N-glyco inh	MC4R antag cAMP	HTR2A ag	MC4R barr agon	aDG glyco up	Exocytosis inh	hiPSC survival	ABHD5-PLIN5 inh	ABCB6 inh 2	Cardio protect
Cc1ccc(NC(=O)Nc2cccc(Cl)c2)c(C(=O)O)c1	0	8	5	-0.7	0.4	-3	1.2	-2	92	-5
C=CCc1ccc(OCCCNC2CCCC2)c(OC)c1	-6	-2	5	0.6	0.0	8	-0.3	-1	96	-2
Cc1nc(C(C)NC(=O)CCc2nnc(CCCc3ccccc3)o2)c(C)s1 (stereo not drawn)	-3	0	-3	-2.2	0.5	0	0.8	2	97	1
COCCNC(=O)c1ccc2c(c1)ncn2-c1ccc(F)c(F)c1	0	11	-1	-0.1	-0.1	-4	2.1	-2	102	-3
O=C(/N=C1\NC(=O)C(F)(C(F)(F)F)S1)NC1CCCCC1 (stereo not drawn)	3	7	3	1.9	-0.2	7	-1.3	2	91	8
COc1ccc(-c2cc(C(=O)N3CCN(C(=O)c4ccccc4F)CC3)[nH]n2)cc1	-3	2	2	0.1	0.0	-1	1.8	1	97	-1
Cc1nc(-c2ccc(Cl)cc2)sc1C1(C)CC(c2ccccc2Br)=NO1 (stereo not drawn)	-1	9	4	0.8	-0.1	-2	0.0	-11	104	-10
COc1ccc(CNC(=O)C(=O)NCCCn2ccnc2)cc1	-1	19	0	-0.9	-0.2	3	0.4	1	100	1
CCn1c(Cc2ccccc2)nnc1SCC(=O)Nc1ccccc1N1CCOCC1	2	6	2	-0.8	0.0	0	16	0	103	8
O=c1[nH]c2ccc(Cl)cc2c(-c2ccccc2)c1N1CCOCC1	0	11	4	4.1	0.2	-2	0.0	5	99	9
NC(=S)Cc1nc2n(n1)Cc1ccccc1-2	2	-1	-3	-1.4	-0.2	0	-0.9	1	70*	1
Cc1ccccc1NC(=O)Cc1nc(CSc2nnc(-c3ccc4c(c3)OCO4)o2)cs1	3	13	-8	-1.4	-0.4	2	-2.5	0	101	-2
COc1ccccc1N(C)S(=O)(=O)c1ccc(C(=O)Nc2ccc(N3CCOCC3)cc2)cc1	-2	3	2	1.5	-0.1	1	0.0	11	87	-1
CC(=O)c1ccc(OCc2cc(C(=O)NC(C)c3cnn(C)c3)no2)cc1 (stereo not drawn)	-2	14	-6	-0.8	0.4	2	0.1	-3	99	3
CCN(/N=C/C=C/c1ccccc1)c1cc(=O)n(C)c(=O)[nH]1	2	-14	2	-0.9	0.7	-4	-1.1	0	96	20
CN(Cc1nc2ccccc2c(=O)[nH]1)C(=O)c1cc(-c2ccc(Br)cc2)nc2ccccc12	-4	15	4	0.2	-0.3	-8	0.1	-11	89	28
CCS(=O)(=O)c1ccc2c(c1)N(S(=O)(=O)c1ccc(C)cc1)CC(C(=O)O)O2 (stereo not drawn)	1	24	-4	-1.8	0.4	-1	1.0	-4	101	-2
COC(=O)c1ccc2ccccc2c1OC1OC(CO)C(O)C(O)C1NC(C)=O (stereo not drawn)	0	1	1	-0.3	0.1	1	-0.6	-6	102	4
CCOC(=O)c1sc(NC(=O)CSc2nc(-c3ccco3)cc(C(F)(F)F)n2)c(C(=O)OC)c1C	-7	14	3	0.7	-0.1	2	4.3	5	98	0
CCOc1ccccc1NC(=O)CSc1nc(=O)n(Cc2ccncc2)c2c1CCC2	-1	3	3	-3.0	2.1	-5	1.2	7	100	2
CCN(CC)S(=O)(=O)c1ccc(C(=O)OCC(=O)Nc2sc3c(c2C#N)CCCCC3)cc1	3	10	-4	0.4	-0.3	-1	-0.4	-4	84	-9
Cc1ccc(NC(=O)Nc2ccc(Cl)cc2)c(Br)c1	0	9	-3	3.1	0.2	-2	1.3	-5	96	-14
O=S(=O)(c1ccccc1F)N1CCN(Cc2cc3c(cc2Br)OCCO3)CC1	-4	2	2	-0.8	0.0	7	0.6	-1	100	-14
NC(=O)NCCCC(=O)NCC(c1ccccc1Cl)c1c[nH]c2ccccc12 (stereo not drawn)	-2	6	0	-0.9	0.0	16	-0.4	13	93	1
O=C(Nc1ccc(N2CCCCC2)c(C(=O)O)c1)c1ccco1	1	-3	9	1.0	0.4	-2	0.7	5	102	6
SMILES	N-glyco inh	MC4R antag cAMP	HTR2A ag	MC4R barr agon	aDG glyco up	Exocytosis inh	hiPSC survival	ABHD5-PLIN5 inh	ABCB6 inh 2	Cardio protect
CCN(CC)CCn1c2c(c(SCC(=O)Nc3nc4ccccc4s3)nc1=O)CCCC2	-2	16	-12	-1.7	-0.1	35	0.1	3	103	-7
O=c1cnnc(N/N=C/c2c[nH]c3ccccc23)[nH]1	-1	9	-2	3.6	2.2	0	0.2	-1	100	-6
CC(C)CCNC(=S)Nc1ccccn1	0	11	-2	-1.9	0.2	-4	2.3	-9	100	-4
C[C@H](CO)N1C[C@H](C)[C@H](CN(C)C(=O)Nc2ccc(C(F)(F)F)cc2)Oc2ncc(-c3cccnc3)cc2C1=O	3	7	-3	-1.1	0.1	-2	-0.9	0	95	-9
CCOc1cc(/C=N/NC(N)=O)cc(Br)c1OCc1ccccc1F	-5	-1	3	3.8	-0.2	7	1.1	-2	86	-4
COc1ccc(S(=O)(=O)N2CC=C(C(=O)NC3CCCC3)CC2)cc1	1	12	7	-2.9	0.2	-1	-0.4	-12	105	-1
c1nc(NC2CCCCC2)c2[nH]cnc2n1	-1	8	-2	-1.9	-0.1	3	1.8	0	97	-3
COc1ccc(Cc2nnc(NC(=O)c3c(-c4ccccc4)noc3C)s2)cc1	1	15	6	0.0	-0.1	-4	1.5	5	108	9
CCOC(=O)CNC(=S)N(Cc1ccco1)Cc1ccccc1Cl	-4	8	4	-1.2	0.1	11	-0.8	-2	92	-4
CCCOc1ccc2oc(=O)c3c(c2c1)CCCN3C(=O)CN1CCN(c2ncccn2)CC1	-1	12	-5	-0.1	0.1	0	-1.4	-2	92	-2
CCN1C(=O)[C@@H]2[C@@H](c3ccc(-c4ccc(F)cc4)c(OC)c3)N3CCCC[C@@]3(C(=O)OC)[C@@H]2C1=O	-2	7	-1	-0.2	-0.3	-1	0.7	-12	92	-5
O=c1c2cc3ccccc3nc2ncn1CCc1ccc(Cl)cc1	nt	nt	-2	nt	0.3	-8	nt	4	nt	nt
Clc1ccc2oc(-c3ccccc3)cc(=NCCCN3CCOCC3)c2c1	4	-4	4	-4.2	0.9	2	-1.0	-1	98	7
O=C(COC(=O)c1cc(S(=O)(=O)N2CCOCC2)c(Cl)cc1Cl)NCc1ccco1	-2	24	4	-1.0	0.4	-5	1.3	6	99	2
CCCCn1nnc(NC(=O)CCC)n1	0	14	1	-1.6	-0.2	-2	2.8	-2	92	8
COc1ccc(N2CCN(C(=O)c3ccc(-c4ccccc4)cc3)CC2)cc1	2	15	1	1.3	0.1	1	-0.7	-10	99	-8
CC(C)C[C@@H]1O[C@H](C(C)C)Cc2[nH][nH]c(=O)c21	nt	nt	3	nt	-0.2	-6	0.0	2	95	nt
CCOC(=O)[C@@H]1[C@H]2COc3ccccc3[C@H]2N2C(=O)N(c3ccc(OC)cc3)C(=O)[C@]12C	-2	2	3	-0.6	0.2	-5	1.4	4	101	2
COc1cccc(NC(=O)N2CCc3nc(NCc4cccc(Oc5ccccc5)c4)ncc3C2)c1	13	-11	-11	-2.4	1.4	3	-1.4	4	96	-6
Cc1cc2n(n1)C(c1c[nH]c3ccccc13)Nc1ccccc1-2 (stereo not drawn)	-2	0	-1	-1.5	-0.1	-2	5.3	9	207	-5
COc1ccc(C)cc1NC(=O)C1CCN(S(=O)(=O)c2c(C)noc2C)CC1	2	-1	-4	-1.0	-0.2	-2	0.5	1	99	-6
Cc1ccc2c(c1)N(CC(=O)NC(C)CCc1ccccc1)C(=O)c1cccnc1O2 (stereo not drawn)	0	9	4	-1.6	-0.1	1	-1.3	1	100	-4
COc1ccc(N(CC(=O)NC2CCCCC2C)S(=O)(=O)c2c(C)nn(C)c2C)cc1 (stereo not drawn)	-2	10	4	0.0	-0.1	-6	2.0	5	95	0
COc1ccccc1Cc1c(-c2ccc(OC)c(OC)c2)nc2ccc(Cl)cn12	-2	nt	-5	nt	0.7	-1	-0.1	-8	112	0
COc1ccccc1-c1cnn2c(NCc3ccccc3)cc(C)nc12	0	10	3	0.4	0.2	-26	1.4	11	98	-11
SMILES	N-glyco inh	MC4R antag cAMP	HTR2A ag	MC4R barr agon	aDG glyco up	Exocytosis inh	hiPSC survival	ABHD5-PLIN5 inh	ABCB6 inh 2	Cardio protect
CCN(Cc1ccncc1)C(=O)c1cccs1	0	-6	1	0.9	0.0	-6	-0.2	2	101	9
COc1ccc(N2CCN(C(=O)c3ccc(C)c(Cl)c3)CC2)cc1	2	-3	4	4.8	0.8	12	2.0	11	96	-2
CC(C)N(CC(N)=O)C(=O)Cc1coc2cc3c(cc12)CCC3	1	-6	1	-1.5	0.1	14	2.5	1	104	1
c1ccc(-c2cc(-c3ccccc3)on2)cc1	-10	16	-5	-2.1	0.0	-1	-0.6	-2	96	-7
Cc1onc(-c2ccccc2)c1NC(=O)N(CCC(=O)O)Cc1ccccc1	2	4	-1	1.2	0.0	-4	-0.5	3	95	5
COc1cccc(NC(=O)CN(C)C(=O)c2ccc(-c3cccc(C(F)(F)F)c3)o2)c1	0	-2	2	1.7	0.5	0	-0.5	-16	103	-4
CCc1nc(SCC(=O)Nc2cc(C)ccc2OC)c2c(C)c(C)sc2n1	0	19	11	-1.4	-0.1	32	0.4	3	98	7
Brc1ccc2c(c1)C(C1=NCCN1)c1ccccc1CS2 (stereo not drawn)	2	0	5	-1.1	0.0	-7	-3.7	-5	99	2
CCS(=O)(=O)c1nc2ccccc2n1CC(=O)N1CCCCC1	-2	0	1	-1.6	0.1	3	-2.5	4	98	3
CC(C)(C)OC(=O)N1CCC[C@H]1c1nnc(SC/C=C/c2ccccc2)o1	0	1	-2	-1.1	-0.1	1	-0.6	-3	86	15
CCOC(=O)C1(CCOc2ccccc2)CCN(Cc2nccn2CC)CC1	-3	1	0	0.7	1.1	4	-1.7	-2	100	-1
CCOc1ccc(S(=O)(=O)N(C)c2ccc(OCC(=O)N3c4ccc(C)cc4C4CN(C)CCC43)cc2)cc1 (stereo not drawn)	0	16	-9	-1.8	-0.4	12	0.0	13	99	1
Cc1ncn2cc(-c3ccc(Cl)cc3Cl)[nH]c(=O)c12	-5	12	1	0.8	0.0	7	-0.4	5	96	1
CC1CN(S(=O)(=O)c2cccc(C(=O)Nc3ccc4c(c3)CCC4)c2)CC(C)O1 (stereo not drawn)	-4	5	-4	-0.9	0.9	-2	0.0	-4	98	-9
COc1cc(C(=O)NCc2nnc(SCC(=O)N3CCCCCC3)o2)cc(OC)c1OC	5	-6	8	1.2	0.0	-12	-0.1	3	95	-2
CCOC(=O)C1CCN(Cc2ccc(F)c(F)c2)CC1	1	3	0	0.2	0.1	1	-1.2	7	89	0
O=C(CN1CCCC1)Nc1ccccc1Sc1ccc(Cl)cc1	-5	2	-5	7.8	0.2	11	-0.6	4	104	-8
